BRCT inh green: inhibitors of human BRCA1 BRCT-phosphoprotein interaction (green fluorophore); P38398; BRCA1 BRCT-phosphopeptide binding, green fluorescence polarization; Potency, µM (series often up to 76.9 µM), without a hit: top-dose activity change, negative = inhibition, usual class: inhibitors; 0.05% of 75,000 active; AID 875;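 further: potency means the concentration at half of the fitted maximal effect; plate controls were peptide without protein for full effect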
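Compounds were incubated for 12 min at room temperature with a complex of 100 nM fluorescein-tagged pBACH1 decapeptide and 250 nM His-tagged BRCT protein. Buffer was phosphate pH 7.3 with EDTA, DTT and Tween 20. Disruption of binding lowers the polarization signal.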
4MU fluor: compounds fluorescent in 4-MU spectral region. compound autofluorescence, 340/450 nm, 4-MU equivalents; active compounds read high. max dye-equivalent concentration, M. 11% of 59,000 active; in the data active means max dye-equivalent concentration above about 10 nM; inconclusive means mostly about 1.1 nM to 9.6 nM
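Intrinsic fluorescence at 340/450 nm (ex/em) was read after 15 min at room temperature in pH 8.0, 100 mM Tris. Each compound concentration expressed as 4-MU-equivalent concentration from a six-point 4-MU standard series on each plate.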
HEK293 cAMP cs: counter-screen for TSHR agonists: cAMP increase in parental HEK293. parental HEK293 CNG cAMP sensor, membrane potential fluorescence. Potency, µM (highest dose often 57.1 µM), inactives show top-dose activation, usual class: activators. 2.5% of 73,000 active. AID 938; further: potency means the concentration at half of the fitted maximal effect; % of control where 0% means no effect; nearly all actives have a fitted effect of over 55% in size
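Parental HEK 293 cells stably expressing a cAMP-gated CNG channel were loaded with membrane potential dye containing 100 uM RO 20-1724 for 60 min. Compound added for 30 min; depolarization read as fluorescence intensity at 590 nm.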
BRCT PPI red: BRCT-phosphoprotein interaction inhibition (red fluorophore). P38398. BRCT-phosphopeptide binding, red fluorescence polarization. Potency, µM (highest dose often 76.9 µM), without a hit: top-dose activity change, negative = inhibition, usual class: inhibitors. 0.03% of 75,000 active. AID 892; further: on the % scale 0 is the no-effect control and ±100 the full control effect
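Rhodamine-labelled pBACH1 10-mer (100 nM) bound to BRCT domain (100 nM) at pH 7.3; compounds incubated 12 min room temperature, polarization read. Free peptide defines full inhibition; unlabelled decapeptide titrated as control.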
Texas Red fluor: compounds fluorescent in Texas Red spectral region; max dye-equivalent concentration, M; Compound fluorescence, Texas Red channel, 547/618 nm; active compounds read high; 0.06% of 59,000 active; in the data active means max dye-equivalent concentration above about 10 nM; inconclusive means between about 1.1 nM and that limit
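Pin-transferred compounds and Texas Red standards go into 100 mM Tris buffer, pH 8.0. After 15 min at room temperature, plates are imaged with 547/618 nm filters. Each value is a dye-equivalent concentration derived from the per-plate dye curve.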
Casp7 inh: allosteric or competitive inhibitors of human caspase-7 | 0.02% of 75,000 active | P55210 | recombinant caspase-7, Ac-DEVD-AFC fluorescence rate | Potency, µM (titrated, usually from 57.5 µM), for the others: top-dose activity change, negative = inhibition, most hits filed as inhibitors | AID 889; active means well fitted inhibition curve with a large enough effect in the main read-out, with a control signal flat, not every such curve was filed as active; inconclusive means small, poorly fitted or top-dose-only effect, or a change in a side signal; further: potency means the concentration at half of the fitted maximal effect; % of control where 0% means no effect
Target sequence (P55210 24-198 limits assumed): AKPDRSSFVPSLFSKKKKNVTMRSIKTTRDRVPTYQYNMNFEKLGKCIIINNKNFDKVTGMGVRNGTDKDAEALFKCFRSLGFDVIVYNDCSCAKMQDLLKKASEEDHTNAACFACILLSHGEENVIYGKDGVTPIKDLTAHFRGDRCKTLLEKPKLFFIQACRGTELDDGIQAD
Target sequence (P55210 207-303 limits assumed): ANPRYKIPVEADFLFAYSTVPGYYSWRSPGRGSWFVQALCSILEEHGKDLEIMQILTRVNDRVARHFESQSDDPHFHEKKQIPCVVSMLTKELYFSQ
Caspase-1 inhib: blocks human caspase-1 allosterically or competitively; P29466; Caspase-1 enzyme, Ac-WEHD-AFC fluorogenic rate; Potency, µM (doses to about 57.5 µM), for inactives: top-dose activity change, negative = inhibition, most hits filed as inhibitors; 0.03% of 75,000 active;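 further: potency means the concentration at half of the fitted maximal effect; plate controls were vehicle for no effect and no substrate for full effect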
Target sequence (P29466 120-297 limits assumed): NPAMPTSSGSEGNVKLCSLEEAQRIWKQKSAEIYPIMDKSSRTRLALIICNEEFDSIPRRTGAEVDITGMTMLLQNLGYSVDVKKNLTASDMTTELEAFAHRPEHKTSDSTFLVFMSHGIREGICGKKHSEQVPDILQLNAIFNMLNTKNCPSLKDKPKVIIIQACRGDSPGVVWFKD
Target sequence (P29466 317-404 limits assumed): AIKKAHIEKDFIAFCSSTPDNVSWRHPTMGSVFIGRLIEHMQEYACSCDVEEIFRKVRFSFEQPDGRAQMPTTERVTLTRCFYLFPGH
Fluorescein fluor: compound fluoresces in the fluorescein spectral region; max fluorescein-equivalent concentration, M; Compound autofluorescence, 480/540 nm, fluorescein-equivalent; active compounds read high; 0.91% of 59,000 active; in the data active means max fluorescein-equivalent concentration above about 10 nM; inconclusive means between about 1.1 nM and that limit
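In this qHTS profile, compound fluorescence was measured with a 480 nm/540 nm filter pair following a 15-min room-temperature incubation in 100 mM Tris (pH 8.0). A six-point fluorescein series on each plate served for normalization.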
USP2a inhib: inhibitors of human ubiquitin-specific protease USP2a | O75604 | USP2a enzymatic assay, qHTS inhibition | Potency, µM (series often up to 38.3 µM), for inactives: at the highest dose activity change, negative = inhibition, usual class: inhibitors | 0.1% of 60,000 active | AID 927;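 further: potency means the concentration at half of the fitted maximal effect; nearly all actives have a fitted effect of over 60% in size; plate controls were DMSO for no effect and NEM full inhibition control for full effect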
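Coupled readout: USP2-cleaved Ub-PLA2 (20nM final) turns over NBD C6-HPC (20uM final), Ex 460nm/Em 535nm after 2.5 h, time-zero read flagging artifacts. Enzyme (20nM final, pH 8.0 Tris) given 30 min RT with compound first; NEM defines full inhibition.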
Rhodamine fluor: compound autofluorescence in rhodamine spectral region; 0.05% of 59,000 active; max dye-equivalent concentration, M; AID 594; Rhodamine-region fluorescence, 547/598 nm, Tris buffer; active compounds read high; in the data active means max dye-equivalent concentration above about 11 nM; inconclusive means between about 1.1 nM and that limit
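Steps: pin-transfer compounds into pH 8.0 Tris (100 mM), hold 15 min at room temperature, image with a 547/598 nm filter pair, and convert intensities to rhodamine-equivalent concentration using a six-point on-plate rhodamine series.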
A350 fluor: A350 region autofluorescence; Compound autofluorescence, 340/450 nm, Alexa 350 dye-equivalents; active compounds read high; max dye-equivalent concentration, M; 11% of 59,000 active; AID 590; in the data active means max dye-equivalent concentration above about 10 nM; inconclusive means mostly about 1.1 nM to 9.6 nM
* = called active by the depositor; i = inactive; ? = inconclusive; . = no result given; [ ] = another dose, or the depositor's remark. Unless noted, the call rests on the fitted dose curve; in most records, active means well fitted curve in the direction sought with a large enough effect; inconclusive means small, poorly fitted or top-dose-only effect, or another doubt; inactive means no such curve, though single readings can be large; an effect the other way counts as inactive or inconclusive. Not all compounds are listed; rates above refer to the full screens.

SMILES	BRCT inh green	4MU fluor	HEK293 cAMP cs	BRCT PPI red	Texas Red fluor	Casp7 inh	Caspase-1 inhib	Fluorescein fluor	USP2a inhib	Rhodamine fluor	A350 fluor
COCCNc1ncnc2ccc(-c3ccc(C(=O)N(C)C)cc3)cc12	2.2%	i	?	-0.6%	i	-2%	0%	?	11%	i	i
COc1cccc(-c2nn3c(-c4ccco4)nnc3s2)c1	.	?	.	.	i	.	.	i	.	i	?
CCOc1cccc(C2C(C#N)=C(N)Oc3cc(C)oc(=O)c32)c1OCC (stereo unspecified)	.	i	.	.	i	.	.	?	.	i	i
CC(=O)Nc1ccccc1NC(=O)CN(C)S(=O)(=O)c1ccc(C)cc1	-2.9%	i	3%	0.2%	?	1%	2%	?	6%	i	i
Cc1ccc2c(c1)N(CC(=O)NCc1cccs1)C(=O)CO2	-2.1%	i	?	-0.9%	i	-1%	3%	i	24%	i	i
COc1ccccc1COCC(O)CNCC1(N2CCCCC2)CCCCC1 (stereo unspecified)	-1.5%	?	?	-0.5%	i	0%	1%	?	-4%	i	1.2e-08M*
COc1ccc(S(=O)(=O)N2CCC(C(=O)Nc3ccccc3C)CC2)c2cccnc12	-1.0%	i	2%	-1.1%	i	-1%	-2%	i	33%[activator]	i	i
O=C(Oc1ccccc1)N1CCC[C@@]2(CCN(c3ccncc3)C2)C1	-1.3%	i	?	-1.0%	i	-1%	0%	i	1%	i	i

More compounds
SMILES	BRCT inh green	4MU fluor	HEK293 cAMP cs	BRCT PPI red	Texas Red fluor	Casp7 inh	Caspase-1 inhib	Fluorescein fluor	USP2a inhib	Rhodamine fluor	A350 fluor
CCNc1sc(C(=O)c2cccs2)c(N)c1C#N	.	i	.	.	i	.	.	i	.	i	?
Cc1[nH]c2ccccc2c1SCCNC(=O)c1ccc(Br)o1	-0.5%	i	-7%	-0.2%	i	-2%	-1%	i	5%	i	i
CC1(C)CC(=O)C=C(Nc2ccc(F)cc2F)C1	0.0%	.	12%	0.3%	.	-1%	-1%	.	-1%	.	.
Cc1nn(CCO)c2c1C(=O)CCC2	.	i	.	.	i	.	.	i	.	i	?
COc1cc2c(cc1OC)CN(C(=O)CSc1nnc(C)s1)CC2	-1.8%	1.2e-08M*	-2%	0.2%	i	-2%	-3%	i	-2%	i	1.4e-08M*
COC(=O)Cc1c(C)c2ccc(OCC(C)=O)c(C)c2oc1=O	1.1%	3.6e-08M*	-2%	-1.0%	i	-1%	1%	?	7%	i	4e-08M*
O=C(CCNS(=O)(=O)c1cccc2nonc12)N1CCN(c2cccc(Cl)c2)CC1	-1.4%	i	-18%	-0.9%	i	-3%	-2%	i	37%[activator]	i	i
CC(C)(C)c1cc(NS(=O)(=O)c2ccc3c(c2)OCCO3)on1	-2.8%	i	-3%	0.5%	i	0%	-1%	i	-2%	i	i

Following part
SMILES	BRCT inh green	4MU fluor	HEK293 cAMP cs	BRCT PPI red	Texas Red fluor	Casp7 inh	Caspase-1 inhib	Fluorescein fluor	USP2a inhib	Rhodamine fluor	A350 fluor
O=C(Nc1cccc(F)c1)N1CC=C(n2c(=O)[nH]c3ccccc32)CC1	1.8%	i	-10%	-0.5%	i	-2%	-3%	i	5%	i	i
CCOc1ccc(NC(=O)CN2CCN(CC(=O)Nc3ccc4c(c3)OCCO4)CC2)cc1	-0.7%	i	-1%	-0.9%	i	1%	1%	?	0%	i	i
Cc1cc(N2CCN(C(=O)c3ccco3)CC2)n2nc(C)c(-c3ccc(Cl)cc3)c2n1	0.3%	1.7e-07M*	-2%	0.4%	i	1%	-1%	i	2%	i	8.1e-08M*
O=S(=O)(NCCC1=CCCCC1)c1cccc(S(=O)(=O)N2CCOCC2)c1	0.4%	i	11%	-1.3%	i	3%	-2%	i	9%	i	i
COc1ccc2c(c1)CCc1c(C(=O)N3CC4(C)CC3CC(C)(C)C4)noc1-2 (stereo unspecified)	-2.6%	i	10%	1.1%	i	-4%	-1%	i	-10%	i	i
CCOc1ccc(CCN2C(=O)C3C4C=CC(C4)C3C2=O)cc1OCC (stereo unspecified)	0.5%	.	5%	1.2%	.	1%	-4%	.	.	.	.
O=S(=O)(CCc1ccccc1)N1CCOCC1	-0.7%	.	3%	1.7%	.	-2%	5%	.	.	.	.
O=C(NO)c1ccc(C(=O)N(C2CCCCC2)C2CCCCC2)cc1	-2.0%	.	21%	-0.1%	.	-1%	-1%	.	25%	.	.

(more compounds)
SMILES	BRCT inh green	4MU fluor	HEK293 cAMP cs	BRCT PPI red	Texas Red fluor	Casp7 inh	Caspase-1 inhib	Fluorescein fluor	USP2a inhib	Rhodamine fluor	A350 fluor
CC(C)CCNC(=O)Cn1c(=O)oc2cc(S(=O)(=O)N3CCc4ccccc43)ccc21	0.1%	.	3%	1.1%	.	-3%	-4%	.	.	.	.
O=c1cc(-c2ccccc2O)oc2cc(O)ccc12	2.5%	.	.	4.6%	.	-18%	-9%	.	5%	.	.
CC(=O)Nc1ccc(C(=O)CSc2nnc3scc(-c4ccccc4)n23)cc1	1.6%	i	8%	-1.6%	i	0%	-3%	i	3%	i	?
CCc1ccc(C(=O)Nc2nnn(CC)n2)cc1	-6.6%	i	2%	-0.1%	i	-1%	1%	?	-7%	i	i
O=C(O)CCNS(=O)(=O)c1ccc2c(c1)Cc1ccccc1-2	0.2%	i	9%	-0.1%	i	2%	1%	i	17%	i	i
Cc1cc(C)cc(N(CC(=O)NCC2CCCO2)C(=O)CCC(=O)Nc2cc(C)on2)c1 (stereo unspecified)	0.2%	i	1%	-1.3%	i	0%	-1%	i	8%	i	i
COc1cc(NC(=O)NCc2ccncc2)cc(OC)c1OC	-0.4%	i	0%	0.8%	i	0%	0%	i	3%	i	i
O=C(CSc1nc2ccccc2[nH]1)N1CCN(c2ccccc2)CC1	-0.5%	.	3%	1.7%	.	2%	-1%	.	18%	.	.

Other compounds follow:
SMILES	BRCT inh green	4MU fluor	HEK293 cAMP cs	BRCT PPI red	Texas Red fluor	Casp7 inh	Caspase-1 inhib	Fluorescein fluor	USP2a inhib	Rhodamine fluor	A350 fluor
c1ccc(-c2cc3c(N4CCOCC4)ncnc3s2)cc1	0.1%	.	22%	0.7%	.	-2%	-8%	.	34%[activator]	.	.
CCn1c(=O)c2cc(C(=O)NCCN3CCOCC3)sc2c2ccccc21	1.2%	.	1%	-0.7%	.	1%	1%	.	.	.	.
CCN(CC)S(=O)(=O)N1CCC(C(=O)NCc2ccc(C)cc2)CC1	-0.1%	i	?	0.1%	i	-1%	-6%	i	9%	i	?
NC(=O)C1CCN(c2ncnc3c(-c4ccccc4)nsc23)CC1	-0.4%	5.6e-08M*	-18%	0.0%	?	0%	2%	?	0%	i	7.5e-08M*
O=P(O)(CN1CCCCC1)CN1CCCCC1	2.5%	.	4%	-0.1%	.	-2%	0%	.	-1%	.	.
O=C(CSc1nnc(-c2ccccc2)o1)N1CCOCC1	-2.6%	i	-5%	1.8%	i	0%	0%	?	2%	i	i
O=C(NC(=Nc1ccccc1)N1CCOCC1)Nc1ccccc1	-1.5%	i	?	-0.7%	i	7%	1%	?	-7%	i	i
CCCC(c1nnnn1Cc1ccco1)N1CCN(C(=O)c2ccco2)CC1 (stereo unspecified)	2.3%	i	28%	-0.9%	i	1%	2%	i	-2%	i	i

The listing continues.
SMILES	BRCT inh green	4MU fluor	HEK293 cAMP cs	BRCT PPI red	Texas Red fluor	Casp7 inh	Caspase-1 inhib	Fluorescein fluor	USP2a inhib	Rhodamine fluor	A350 fluor
O=C(Cn1cc(C(=O)COc2ccccc2)c2ccccc21)NCc1ccco1	25%	i	20%	2.6%	i	-5%	-1%	1.5e-08M*	62%[activator]	i	i
Cc1ccc(NC(=O)c2ccc3c(c2)N(CC(=O)N2CCCCC2)C(=O)C(C)(C)O3)cc1	1.9%	i	10%	-0.3%	i	-1%	-2%	i	28%	i	i
COc1ccc(CNC(=O)c2cc(-c3ccccc3O)n[nH]2)cc1	-3.7%	i	13%	-2.3%	i	-2%	-2%	i	3%	i	i
O=C(CCN1CCOCC1)Nc1cccc(Br)c1	-1.3%	i	22%	0.2%	i	0%	1%	?	0%	i	i
Cc1ccc(-c2ccc(CCC(=O)O)n2Cc2ccco2)cc1	-1.1%	?	8%	0.9%	i	-11%	-15%	?	137%[activator]	i	?
O=S(=O)(/N=C(\c1ccccc1)N1CCOCC1)c1cccs1	0.8%	i	-4%	-0.4%	i	0%	2%	i	-2%	i	i
Cc1cc(OCc2nc(N)nc(N)c2-c2ccc(Cl)c(Cl)c2)ccc1[N+](=O)[O-]	-1.4%[15.4 µM]	i	10%[11.4 µM]	0.1%[15.4 µM]	i	-8%[11.5 µM]	-1%[11.5 µM]	i	.	i	i
CN(C)CCCSc1nc2ccccc2[nH]1	-3.2%[15.4 µM]	i	-3%[11.4 µM]	0.6%[15.4 µM]	i	1%[11.5 µM]	-1%[11.5 µM]	i	.	i	i
O=C(Nc1ccc(Cl)cc1)OCCn1nnnc1C(c1ccccc1)N1CCOCC1 (stereo unspecified)	-2.5%	i	6%	1.2%	i	-3%	-1%	i	33%[activator]	i	i
COc1cc(NC(=O)c2nnn(Cc3ccc(SC)cc3)c2N)cc(OC)c1	-2.5%	.	-6%	-0.9%	.	-1%	-10%	.	.	.	.
c1coc(CNc2c3c(nc4ncnn24)CCCC3)c1	3.4%	i	13%	-2.9%	i	-3%	1%	i	-28%	i	?
